PolyA inhibitor: blocks polyadenylation in yeast reporter cells; S. cerevisiae SKY197-pL101 polyadenylation reporter, beta-gal luminescence; efflux-impaired pdr1/pdr3 knockout yeast; score 100 = 6 SD above DMSO; calls only at 12 µM; 0.02% of 300,000 active; AID 1875;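 active = lowest replicate activity score at least 50, where 100 means six control SD above control mean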;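 also: yeast exposed to compound for 9 h at 30 °C; higher score means more reporter readthrough which indicates perturbed polyadenylation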
GSK3 alpha inh: human GSK-3 alpha kinase inhibition; inhibition, % at 10 µM; AID 2650; ADP-Glo luminescence, 60 min; 0.1% of 320,000 active;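 in the data active = inhibition above about 50%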;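 also: GST-tagged GSK-3 alpha with peptide substrate and 25 µM ATP; 0% = DMSO neutral wells and 100% = GW8510 positive control wells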
RGS4 act: RGS4 potentiation or activation; HEK293 M3R/inducible RGS4, carbachol calcium flux Fluo4; active compounds read low; B-score at 10 µM; 0.92% of 310,000 active; AID 463111;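 active = B-score of the integrated calcium signal more than 4 SD below the library mean, with starting fluorescence not abnormally high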;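 also: negative B-score means reduced calcium response which marks RGS4 activation or potentiation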
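Test system: HEK293 cells with stable M3R and inducible RGS4; also added: carbachol at ECmax as muscarinic agonist stimulus; schedule: dye loading 30 min 37 °C, buffer rest 30 min RT; technique: kinetic calcium fluorescence imaging with Fluo4-AM dye, 2 µM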
KCNK3 block: human KCNK3 channel inhibition, primary screen; CHO-KCNK3 thallium flux, FluxOR fluorescence; active compounds read low; B-score at 10 µM; 0.84% of 340,000 active; O14649;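 active = B-score under library mean minus 4 SD, starting fluorescence ratio at most library mean plus 5 SD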;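 also: more negative B-score means stronger inhibition of thallium flux through KCNK3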
Target sequence (O14649 whole entry, looked up): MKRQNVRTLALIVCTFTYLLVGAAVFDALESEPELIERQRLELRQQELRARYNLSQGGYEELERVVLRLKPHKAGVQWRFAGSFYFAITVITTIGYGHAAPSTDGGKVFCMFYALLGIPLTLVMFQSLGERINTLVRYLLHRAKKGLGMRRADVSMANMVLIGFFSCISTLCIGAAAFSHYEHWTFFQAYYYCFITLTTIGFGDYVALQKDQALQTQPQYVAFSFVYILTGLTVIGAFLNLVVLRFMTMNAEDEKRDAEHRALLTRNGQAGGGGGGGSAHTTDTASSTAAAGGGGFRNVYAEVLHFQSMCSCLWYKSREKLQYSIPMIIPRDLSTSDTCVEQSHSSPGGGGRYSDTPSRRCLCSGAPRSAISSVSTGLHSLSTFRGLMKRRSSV
GSK3beta inhib: human GSK3beta kinase inhibition. 0.038% of 300,000 active. AID 2097. P49841. GST-GSK3beta kinase, ADP-Glo luminescence, 60 min; active compounds read low. activity score (negative = inhibition), % at 10 µM;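 active = more than half of replicate wells score below -50%, meaning over 50% inhibition versus plate controls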;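 also: 0% = median DMSO wells and -100% = median GW8510 positive control wells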
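Assay system: GST-tagged human GSK3beta kinase, cell-free; Input: 1.6 ng GSK3beta; Medium: Tris/MgCl2 kinase buffer; Timing: 60 min enzyme reaction, room temperature; Signal: ADP-Glo luminescence quantifying ADP generated by kinase; Evaluation: score relative to plate controls; Benchmarks: DMSO neutral wells and GW8510 at 20 µM as positive.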
KCNK9 inh: blocks the human KCNK9 two-pore domain potassium channel. HEK293 KCNK9, FluxOR thallium flux fluorescence; active compounds read low. B-score at 10 µM. 1.2% of 310,000 active. AID 488922;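 active = ratio B-score over 3 SD below the library mean, with starting fluorescence within 5 SD of its mean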;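 also: negative B-score means less thallium flux so channel inhibition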
Target sequence (Q9NPC2 whole entry, looked up, the tested form may be a part): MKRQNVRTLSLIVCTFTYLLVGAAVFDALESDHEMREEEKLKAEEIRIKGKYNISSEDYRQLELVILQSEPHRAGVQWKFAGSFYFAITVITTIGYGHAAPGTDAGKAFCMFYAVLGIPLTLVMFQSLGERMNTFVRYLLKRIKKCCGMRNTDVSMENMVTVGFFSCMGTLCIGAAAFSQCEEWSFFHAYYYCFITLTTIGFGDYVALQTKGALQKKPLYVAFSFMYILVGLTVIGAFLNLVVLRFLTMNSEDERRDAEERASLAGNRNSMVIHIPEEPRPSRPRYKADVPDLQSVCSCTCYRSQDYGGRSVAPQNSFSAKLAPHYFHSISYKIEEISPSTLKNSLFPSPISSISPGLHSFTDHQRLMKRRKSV
KCNQ1 act: potentiates or activates the human KCNQ1 potassium channel; P51787; CHO-K1 KCNQ1, thallium flux FluxOR fluorescence; active compounds read high; B-score at 10 µM; 0.35% of 310,000 active; AID 2648;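 active = fluorescence ratio B-score, a plate-corrected score, at least three library SD, with initial intensity B-score within 5 SD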
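Test system: CHO-K1 cells stably expressing KCNQ1 / Medium: assay buffer / Also added: depolarizing K+/Tl+ stimulus, K2SO4 and Tl2SO4 each 12.5 mM in 5x stock / Incubation: 90 min dye loading and 20 min compound exposure, both at room temperature / Signal: thallium influx via FluxOR fluorescence, kinetic imaging / Evaluation: B score of baseline-normalized fluorescence ratio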
RGS4 block: human RGS4 inhibition; HEK293 M3R/RGS4 inducible, Fluo-4 calcium flux; active compounds read high; triggered by carbachol at its EC20; P49798; B-score at 10 µM; 0.45% of 310,000 active; AID 463165;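 active = B-score, a plate-corrected calcium signal, over three deviations above library mean, with baseline fluorescence within five deviations of library mean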;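 also: RGS4 expression induced by doxycycline in cells with stable M3 receptor; B-score is computed from the integrated fluorescence ratio over baseline after carbachol; higher B-score means a larger calcium signal and so more RGS4 inhibition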
Target sequence (P49798 whole entry, looked up): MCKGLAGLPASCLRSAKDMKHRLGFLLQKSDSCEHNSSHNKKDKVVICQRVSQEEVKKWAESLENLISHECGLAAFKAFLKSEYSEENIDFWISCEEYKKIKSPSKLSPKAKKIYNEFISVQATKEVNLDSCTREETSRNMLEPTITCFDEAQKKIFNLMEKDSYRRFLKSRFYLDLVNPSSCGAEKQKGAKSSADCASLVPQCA
DYRK1A inh: blocks rat Dyrk1A kinase activity; ADP-Glo luminescence, NFATc1 peptide; inhibition, % at 12.5 µM; 0.43% of 310,000 active; AID 504441; in the data active = inhibition above about 50%;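 also: plate controls were vehicle with enzyme for no effect and no enzyme for full effect; many of its hits are not listed in these tables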
hERG protect: shields human hERG channel from block by proarrhythmic agents | Q12809 | CHO-hERG, FluxOR thallium flux, dofetilide IC70 present | activation (rescue from dofetilide block), less the hit threshold, % at 10 µM | 0.51% of 310,000 active;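 active = activation above the mean of controls blocked by dofetilide plus 5 SD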;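 also: thallium influx through hERG after potassium depolarization seen as dye fluorescence rise; in these data hits start at about 4.7%; inactives centre near -7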
KCNQ1 block: blocks the human KCNQ1 potassium channel | 1.3% of 310,000 active | B-score at 10 µM | P51787 | CHO-K1 KCNQ1, FluxOR thallium flux fluorescence; active compounds read high;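 active = compounds whose thallium flux B-score, printed positive for inhibition, exceeds three library SD while starting fluorescence stays within three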;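 also: channel opened by potassium depolarization with thallium stimulus after 20 min compound exposure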
Active calls of the source: *; i = inactive; . = not tested or not shown.

SMILES	PolyA inhibitor	GSK3 alpha inh	RGS4 act	KCNK3 block	GSK3beta inhib	KCNK9 inh	KCNQ1 act	RGS4 block	DYRK1A inh	hERG protect	KCNQ1 block
Cc1ccc(C)c(N(CC(=O)N2CCCC2)S(C)(=O)=O)c1	i	-3.9	i	i	-2.3	i	i	i	5.3	-11.9	i
Cc1ncsc1C(=O)N1N=C2/C(=C/c3ccccc3)CCCC2C1c1ccccc1 (stereo not drawn)	i	3.9	i	i	1.8	-7.6*	i	i	2.2	-16.9	7*
Cc1cc(=O)oc(C)c1C(=O)Nc1cnc2ccccc2c1	i	-1.3	i	i	-0.8	i	i	i	5.7	-4.6	i
O=C(NCc1n[nH]c(=S)n1-c1ccccc1)c1ccco1	i	14.7	i	i	1.6	i	i	i	1.3	-7.8	i
O=C(/C=C/c1ccc([N+](=O)[O-])cc1)c1cccnc1	i	-0.1	i	i	3.0	i	i	18.3*	-0.1	-17.0	i
CN(C/C(O)=C(\C#N)c1ccccc1)C1CCCCC1	i	-0.3	i	i	1.8	i	i	i	-0.3	-3.6	i
CC1=C(C(=O)OCc2ccccc2)C(c2ccc([N+](=O)[O-])cc2)NC(=O)N1CCCCCC(=O)O (stereo not drawn)	.	-64.5	i	i	4.1	i	i	i	-0.6	-12.5	i
CCCCCn1c(SCc2ccncc2)nc2cc(C(=O)NCc3ccco3)ccc2c1=O	i	-4.3	-8.03*	i	-0.6	i	i	i	6.4	-9.5	10*
CCOc1ccc(NC(=O)NCCCCc2ccccc2)cc1	i	3.9	i	i	0.9	i	i	i	-4.0	-2.2	i
C/C(N)=C(/C#N)C(=O)CSc1nc2ccccc2c(=O)n1-c1ccc(C)cc1	i	2.5	i	.	-4.3	i	i	i	.	-7.2	i
CN1CCN(C(=O)C2=C[C@@H](C3CCCCC3)C[C@@H](OCCCCO)O2)CC1	i	-0.8	i	i	1.4	i	i	i	-1.3	-5.8	i
O=C1NC(=O)C2(COC(c3ccccc3Cl)OC2)S1 (stereo not drawn)	i	-1.5	i	i	2.2	i	i	i	-1.4	-2.3	i
COc1ccc2cc3cc(C(=O)NCc4ccco4)oc3nc2c1	i	1.0	i	i	-0.7	i	i	i	21.9	-6.1	i
COC(=O)c1sc(-c2ccccc2)cc1NC(=O)c1ccc(F)cc1	i	-3.0	i	i	1.2	i	i	i	-5.4	-8.2	i
Cc1ccccc1OCC(=O)N1CCc2ccccc2C1	i	-2.4	i	i	-1.7	i	i	i	13.9	-6.3	i
COCCn1c(=S)[nH]c2ccc(N(C)C)cc2c1=O	i	-4.1	i	i	-2.2	i	i	i	-3.1	-11.3	i
CCOC(=O)c1c(C)c(C(=O)NC2CCCCC2)c(C)n1CC	i	.	i	i	1.6	i	i	i	-4.6	-8.6	i
C=CCOc1ccc(C(=O)NC2CCCCC2)cc1	i	-0.1	i	i	5.1	i	i	i	-5.7	-5.2	i
CCOc1ccccc1CN1CCN(Cc2csc(C(C)=O)c2)CC1CCO (stereo not drawn)	i	-2.9	i	i	2.6	i	i	i	-0.4	-5.1	i
COc1ccc(F)cc1C(=O)C1CCCN(Cc2ccc3c(c2)OCCO3)C1 (stereo not drawn)	i	1.7	i	i	3.2	i	i	i	2.6	-14.5	i
CCOC(=O)Cn1c2ccccc2c2nc(C)sc21	i	-3.2	i	i	-0.6	i	i	i	.	-12.1	i
CC(=O)Nc1cccc(OCc2cnc(Cl)s2)c1	i	0.1	i	i	1.7	i	i	i	-4.0	-11.8	i
Cc1nnc(NC(=O)C(C)Sc2nnc(CCNC(=O)c3ccccc3F)n2C)s1 (stereo not drawn)	i	-1.9	i	i	-6.8	i	i	i	-3.6	-3.0	i
CC(NC(=O)c1ccc([N+](=O)[O-])o1)C12CC3CC(CC(C3)C1)C2 (stereo not drawn)	i	1.2	i	i	1.9	i	i	i	-3.9	-6.5	i
COc1ccc(-c2c(C)sc(NC(=O)c3ccnn3C)c2C#N)cc1	i	-1.7	i	i	2.5	i	i	i	-2.6	-10.4	i
Cc1cc(C)n2nc(SC(C)C(=O)NCc3ccco3)nc2n1 (stereo not drawn)	i	0.7	i	i	-0.1	i	i	i	0.8	-3.6	i
Cc1ccc(NC(=O)/C(=C\C=C\c2ccccc2)NC(=O)c2ccccc2)cc1	i	-0.3	i	i	-8.6	i	i	i	-1.5	-7.5	i
COc1ccc(CCNC(=O)CSc2nc3[nH]ncc3c(=O)n2-c2cccc(C(F)(F)F)c2)cc1OC	i	2.3	i	i	1.9	i	i	i	-1.9	-5.8	i
CCOC(=O)C1CCCN(c2c(N3CCN(C)CC3)c(=O)c2=O)C1 (stereo not drawn)	i	-0.9	i	i	-0.6	i	i	i	-4.5	-8.3	i
O=C(CNCc1ccc(Cl)cc1)N1CCc2ccccc2C1	i	-7.1	i	i	2.3	i	i	i	-4.1	-4.2	i
Cc1c(C(=O)N2CCOCC2)oc2ccc(S(=O)(=O)N3CCCCCC3)cc12	i	-3.5	i	i	1.5	i	i	i	4.7	-15.4	i
Nc1nc2ccccc2n1C(=O)CCc1ccccc1	i	-0.4	i	i	4.0	i	i	i	-5.0	-11.1	i
C=CCc1cc(Cl)ccc1OCCOCCNC(C)CC (stereo not drawn)	i	1.3	i	i	-1.6	i	i	i	.	-13.6	i
CCOc1cc(NC(=S)NCC2CCCO2)c(OCC)cc1NC(=O)c1ccc(F)cc1 (stereo not drawn)	i	1.4	i	i	3.1	i	i	i	.	-15.0	i
CCCCn1c(CN(Cc2ccccc2)Cc2ccccc2)nc2c1c(=O)n(C)c(=O)n2C	i	-5.2	i	i	0.5	i	i	i	-2.7	-5.7	i
C1CCc2nc3c(nc2C1)CCCC3	i	-2.2	i	i	-1.5	i	i	i	0.5	-2.3	i
COc1ccc2cc3cc(C(=O)N4CCCC(C)C4)oc3nc2c1 (stereo not drawn)	i	-1.5	i	i	-0.5	i	i	i	-1.8	-9.0	i
CCCC(=O)c1ccc(N2CCCCCC2)c(F)c1	i	.	i	i	-0.1	i	i	i	7.4	-6.3	i
Cc1ccc(NS(=O)(=O)c2ccc(-c3coc(C)n3)cc2)c(Br)c1	i	-1.6	i	i	2.1	i	i	i	.	-9.9	i
Cc1ccc(C)c(CN2CCC(CNC(=O)Nc3ccc(C)c(F)c3)CC2)c1	i	-0.8	i	i	1.2	i	i	i	-1.4	-5.1	i
COc1ccc(Nc2nnc(C)c3ccccc23)cc1	i	-2.0	i	i	0.9	i	i	i	1.9	0.8	i
COc1ccc(C(=O)N/C=C/n2cnc3cc(C(F)(F)F)ccc32)cc1	i	-2.0	i	i	-8.4	i	i	i	-11.6	-7.4	i
COc1ccccc1N(CC(=O)N/N=C(\C)c1cccc(Br)c1)S(C)(=O)=O	i	-2.3	i	i	-1.0	i	i	i	0.8	-11.0	i
CC(C)CC(=O)Nc1ccc(S(=O)(=O)Nc2nccs2)cc1	i	0.4	i	i	5.7	i	i	i	-4.6	-13.4	i
Cc1ccc(C)c(NC(=S)N2CCC(NC(=O)c3cccc(F)c3)CC2)c1	i	-1.8	i	i	-1.1	i	i	i	5.2	-2.4	i
C(CNC1C2CC3CC(C2)CC1C3)CN1CCOCC1 (stereo not drawn)	i	-1.5	i	i	0.6	i	i	i	9.7	-2.7	i
COc1cccc(C(=O)N2CCSC2=S)c1	i	-2.6	i	i	-2.3	i	i	i	2.9	-2.8	i
S=c1[nH]nc(COc2cccc(Cl)c2)n1Cc1ccccc1	i	0.9	i	i	0.8	i	i	i	-4.5	-6.2	i
Cc1cc(C)c(S(=O)(=O)c2ccc(Cl)cc2C)c(Cl)n1	i	-3.1	i	i	0.8	i	i	i	-2.8	-8.2	i
COc1cc(SC)ccc1C(=O)N1CCN(Cc2ccccc2)CC1	i	-2.2	i	i	2.8	i	i	i	3.7	-3.6	i

Further structures follow:
SMILES	PolyA inhibitor	GSK3 alpha inh	RGS4 act	KCNK3 block	GSK3beta inhib	KCNK9 inh	KCNQ1 act	RGS4 block	DYRK1A inh	hERG protect	KCNQ1 block
COc1cccc(-c2c(C(=O)N/N=C/c3ccncc3)nnn2-c2nonc2N)c1	i	14.7	i	i	-5.2	i	i	i	1.8	-5.0	i
COc1cc(NC2c3ccccc3C(=O)N2Cc2ccccc2Cl)cc(OC)c1 (stereo not drawn)	i	-5.1	i	i	7.5	i	i	i	2.6	-8.0	i
CCOC(=O)c1sc(NC(=O)CSc2n[nH]c(-c3ccncc3)n2)c(C#N)c1C	i	3.1	i	i	0.3	i	i	i	11.7	1.2	i
Cc1ccccc1C(=O)/C(C#N)=N/Nc1c(C)n(C)n(-c2ccccc2)c1=O	i	-4.2	i	i	2.9	i	i	i	-2.6	-7.2	i
Cc1ccccc1-c1nnc(SCC(=O)Nc2ccc(Cl)cc2)n1N	i	2.0	i	i	-2.5	i	i	i	-3.0	-5.8	i
Nc1cc(Cl)nc(N/N=C/c2ccccc2[N+](=O)[O-])n1	i	-1.1	i	i	3.1	i	i	i	11.0	-10.4	i
COc1ccc2c(c1OC)C(=O)OC2CC(=O)O (stereo not drawn)	i	-0.9	i	i	2.8	i	i	i	1.7	-5.4	i
COc1ccc(-c2noc(CCC(=O)NCc3cccnc3)n2)cc1	i	0.9	i	i	1.8	i	i	i	1.7	-9.2	i
CCN(CC)C(=O)Cn1cc(S(=O)(=O)CC(=O)NC2CCCCC2)c2ccccc21	i	0.1	i	i	3.0	i	i	i	5.7	-5.4	i
C#CC[N+](C)(C)CC#Cc1ccc(C)cc1	i	2.1	i	i	0.5	i	i	i	4.8	-10.8	i
O=C(O)c1cccn2c(=O)c3ccccc3nc12	i	-1.9	i	i	-3.2	i	i	i	4.7	0.3	i
COc1cc(NS(=O)(=O)c2ccc(NC(C)=O)cc2)ncn1	i	-0.5	i	i	.	i	i	i	8.6	-7.3	i
O=C(Cc1c(F)cccc1Cl)NCCN1CCOCC1	i	0.1	i	i	-2.5	i	i	i	-7.9	-11.2	i
Cc1cc(C)c(OCC(=O)Nc2cccc(NC(=O)c3ccco3)c2)c(Br)c1	i	-3.8	-7.78*	i	0.3	-7.93*	i	i	8.0	-9.6	i
CC1(C)Nc2ccccc2C(=O)N1c1ccc(Br)cc1	i	-1.1	i	i	-0.7	i	i	i	-2.6	-4.4	i
Cn1cnc([N+](=O)[O-])c1Cl	i	-1.2	i	i	2.2	i	i	i	.	-7.6	i
Cc1ccc(/C=C(\C#N)C(=O)NC(C)c2ccccc2)o1 (stereo not drawn)	i	-0.1	i	i	-2.8	i	i	i	0.1	-10.9	i

Screens as filed in PubChem.

Some of the compounds tested, so the mix of outcomes need not match the whole.
